CAL PDZ FP-1 – inhibitors of human CAL PDZ peptide binding; purified CAL PDZ, TMR-peptide fluorescence polarization, 1 h; inhibition, % at 24.9 µM; 300,000 tested, 0.92% active; AID 602252;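 active = mean inhibition of at least 30% with at least half of replicates also reaching 30%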;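 note: 0% = DMSO neutral control and 100% = excess unlabeled competitor peptide PRC23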
SR-BI DiI inh – blocks mouse SR-BI lipid uptake from DiI-HDL; inhibition, % at 12.5 µM; 320,000 tested, 0.96% active; Q61009; ldlA[mSR-BI] CHO cells, DiI-HDL uptake fluorescence, 3 h; AID 488896;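 active = mean replicate inhibition of at least 70% and a set share of replicates each scoring 70 or more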;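 note: 0% = median of neutral control wells and 100% = median of positive control wells; values of inactives mirror those of a sister screen read the other way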
Target sequence (Q61009 whole entry, looked up): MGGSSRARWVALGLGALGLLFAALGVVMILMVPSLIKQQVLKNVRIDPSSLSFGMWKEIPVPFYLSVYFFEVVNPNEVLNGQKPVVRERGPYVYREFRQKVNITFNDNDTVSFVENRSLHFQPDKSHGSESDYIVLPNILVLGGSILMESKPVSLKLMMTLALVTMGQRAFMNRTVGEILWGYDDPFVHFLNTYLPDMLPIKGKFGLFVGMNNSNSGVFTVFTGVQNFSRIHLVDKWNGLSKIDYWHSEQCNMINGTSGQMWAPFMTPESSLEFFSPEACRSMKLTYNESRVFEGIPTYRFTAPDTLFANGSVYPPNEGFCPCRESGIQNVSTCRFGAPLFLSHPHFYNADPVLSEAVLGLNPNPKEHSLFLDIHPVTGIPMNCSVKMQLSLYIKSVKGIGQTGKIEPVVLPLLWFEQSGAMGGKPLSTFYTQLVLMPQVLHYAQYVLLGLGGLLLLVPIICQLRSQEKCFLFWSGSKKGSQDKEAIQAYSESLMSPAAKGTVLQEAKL
CAL PDZ FP-2 – inhibitors of human CAL PDZ peptide binding; purified CAL PDZ, TMR-peptide fluorescence polarization, 1 h; Q9HD26; inhibition, % at 20 µM; AID 504414; 330,000 tested, 0.02% active;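 active = highest replicate inhibition of at least 40%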;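 note: plate controls were DMSO neutral control wells for no effect and unlabeled competitor peptide control wells for full effect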
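Material – purified CerCALP PDZ construct · Detection – FP readout, S and P plane fluorescence · Measure – percent inhibition from loss of millipolarization · Controls – unlabelled peptide for full inhibition, DMSO wells as neutral · Probe or stimulus – TMR-labelled reporter peptide T*-PRC34 bound in PDZ groove · Times – 1 h at RT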
PfHsp90 yeast 2 – inhibits growth of yeast expressing Plasmodium falciparum Hsp90. S. cerevisiae expressing PfHsp90, BacTiter-Glo ATP, 48 h; yeast lacking PDR1 and PDR3 efflux regulators. inhibition, % at 9.4 µM. 310,000 tested, 0.32% active. AID 504621;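 active = every replicate shows inhibition above about 80%, whatever the replicate mean, limit read from the data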;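 note: 0% = DMSO neutral controls and 100% = 20 µM radicicol positive controls; yeast relying on Plasmodium falciparum Hsp90 in place of its own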
PvdQ acylase – P. aeruginosa PvdQ acylase inhibition | 340,000 tested, 0.063% active | inhibition, % at 10 µM | AID 488965 | purified PvdQ acylase, fluorescence plate reader; in the data active = inhibition above about 30%, passing the limit was not always enough;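 note: 0% = vehicle neutral wells and 100% = reference inhibitor wells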
SR-BI uptake up – activators of SR-BI mediated HDL lipid uptake; CHO ldlA[mSR-BI] cells, DiI-HDL uptake fluorescence, 3 h; 100 = double the neutral-control signal; activation, % at 12.5 µM; 320,000 tested, 0.096% active;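 active = mean replicate activation of at least 60% and every replicate at or above 60%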;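 note: 0% = median plate neutral-control signal and 100% = twice that signal; values of inactives mirror those of a sister screen read the other way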
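Test system: SR-BI-overexpressing, LDLR-lacking CHO cells. Measured by: DiI fluorescence, bottom read. Medium: Ham's F12 with 0.5% BSA, HEPES 25 mM, pH 7.4. Timing: 3 h uptake period with compound, 37 °C.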
MITF TRPM1 HTS – activators of MITF-driven TRPM1 promoter activity in SK-MEL-5 cells. SK-MEL-5 TRPM1-promoter luciferase, 24 h; % of positive control, neutral wells = 0. activation, % at 12.5 µM. 300,000 tested, 0.75% active;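 active = mean activation of at least 80% with every replicate also reaching 80%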;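 note: 0% = neutral control wells and 100% = parthenolide positive control wells; values of inactives mirror those of a sister screen read the other way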
dFosB act – enhances mouse delta FosB homodimer DNA binding. purified delta FosB, TAMRA-CDK5 oligo fluorescence polarization; percent of positive-control signal above neutral wells. activation, % at 25 µM. P13346. 340,000 tested, 0.99% active;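 active = mean activation above about 17%, with every replicate also reaching it, limit read from the data, passing the limit was not always enough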;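 note: fluorescence polarization rise as delta FosB binds a TAMRA Cdk5 AP-1 oligo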
Target sequence (P13346 whole entry, looked up): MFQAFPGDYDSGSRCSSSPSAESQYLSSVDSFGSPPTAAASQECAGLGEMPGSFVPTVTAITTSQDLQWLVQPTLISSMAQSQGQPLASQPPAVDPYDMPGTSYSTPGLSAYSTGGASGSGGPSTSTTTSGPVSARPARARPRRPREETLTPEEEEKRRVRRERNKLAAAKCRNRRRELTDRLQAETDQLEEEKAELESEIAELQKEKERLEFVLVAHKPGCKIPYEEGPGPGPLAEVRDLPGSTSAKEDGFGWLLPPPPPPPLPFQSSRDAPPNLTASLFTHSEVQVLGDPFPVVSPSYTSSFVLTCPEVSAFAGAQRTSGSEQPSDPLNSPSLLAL
Rtt109 Vps75 – blocks Candida albicans Rtt109/Vps75 acetyltransferase activity | Q5AAJ8 | purified Rtt109/Vps75, ThioGlo CoA-SH fluorescence, 4 h | inhibition, % at 34.9 µM | 330,000 tested, 0.16% active | AID 540336;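 active = inhibition of at least 50% in every replicate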
NSD2 inh – blocks human histone methyltransferase NSD2 | O96028 | NSD2 peptide methylation, AlphaScreen, 120 min | inhibition, % at 12.5 µM | 310,000 tested, 0.54% active; in the data active = inhibition above about 50%
* = called active by the depositor.

For COc1ccc(CNC(=O)C(=O)c2cn(CC(=O)N3CCCC3)c3ccccc23)cc1 the results were CAL PDZ FP-1 -3, SR-BI DiI inh 46, CAL PDZ FP-2 0.0, PfHsp90 yeast 2 0, PvdQ acylase -8, SR-BI uptake up -46, MITF TRPM1 HTS 13, dFosB act -8, Rtt109 Vps75 19 and NSD2 inh 2.
`O=c1c(-c2ccc(Cl)cc2)c[nH]n1-c1ccccc1` gave SR-BI DiI inh -29, CAL PDZ FP-2 0.7, PfHsp90 yeast 2 -45, PvdQ acylase -15, SR-BI uptake up 29, MITF TRPM1 HTS 41, dFosB act -7, Rtt109 Vps75 3 and NSD2 inh 3.
For CCOc1ccc(C(=O)Nc2nnn(CC)n2)cc1 the results were CAL PDZ FP-1 -2, SR-BI DiI inh -4, CAL PDZ FP-2 -0.6, PfHsp90 yeast 2 -9, PvdQ acylase -4, SR-BI uptake up 4, MITF TRPM1 HTS 41, dFosB act -6, Rtt109 Vps75 -2 and NSD2 inh -5.
For Cc1ccc(C)c(SCC(=O)Nc2cccnc2Cl)c1 the results were SR-BI DiI inh 13, CAL PDZ FP-2 -0.2, PfHsp90 yeast 2 -22, PvdQ acylase -18, SR-BI uptake up -13, MITF TRPM1 HTS 0, dFosB act 3, Rtt109 Vps75 -4 and NSD2 inh -2.
For CCCn1c(=O)c2ccccc2n2c(SCC(=O)NCc3cccs3)nnc12 the results were CAL PDZ FP-1 1, SR-BI DiI inh 19, CAL PDZ FP-2 -0.4, PfHsp90 yeast 2 6, PvdQ acylase -11, SR-BI uptake up -19, MITF TRPM1 HTS -4, dFosB act -5, Rtt109 Vps75 8 and NSD2 inh -1.
COc1ccc(/C=N/NC(=O)CCN2CCN(c3ccccc3)CC2)c(OC)c1OC was read as CAL PDZ FP-1 0, SR-BI DiI inh 27, CAL PDZ FP-2 0.2, PfHsp90 yeast 2 -17, PvdQ acylase -10, SR-BI uptake up -27, MITF TRPM1 HTS -5, dFosB act -9, Rtt109 Vps75 6 and NSD2 inh -1.
For OCC1(Cc2ccccc2F)CCCN(CC2CCCCC2)C1 (stereo unspecified) the results were CAL PDZ FP-1 3, SR-BI DiI inh 11, CAL PDZ FP-2 -1.0, PfHsp90 yeast 2 37, PvdQ acylase -13, SR-BI uptake up -11, MITF TRPM1 HTS -4, dFosB act -5, Rtt109 Vps75 -8 and NSD2 inh 1.
`CCOC(=O)c1ccc(NC(=O)c2ccnn2C)cc1` gave CAL PDZ FP-1 -9, SR-BI DiI inh -3, CAL PDZ FP-2 -1.4, PfHsp90 yeast 2 5, PvdQ acylase 8, SR-BI uptake up 3, dFosB act -7 and NSD2 inh -1.
For CCOc1ccccc1Nc1nc(N)nc(CSc2nncn2C)n1 the results were CAL PDZ FP-1 1, SR-BI DiI inh -12, CAL PDZ FP-2 -0.5, PfHsp90 yeast 2 -3, PvdQ acylase 9, SR-BI uptake up 12, MITF TRPM1 HTS -9, dFosB act -1, Rtt109 Vps75 -4 and NSD2 inh 1.
`CCOC(=O)CN1C(=O)CC(c2ccccc2)C1=O` (stereo unspecified) gave CAL PDZ FP-1 2, SR-BI DiI inh -19, CAL PDZ FP-2 -0.6, PfHsp90 yeast 2 -5, PvdQ acylase -21, SR-BI uptake up 19, dFosB act 2, Rtt109 Vps75 -5 and NSD2 inh -1.
Screening CCCn1c(N)c(N(CCOC)C(=O)c2ccccc2)c(=O)[nH]c1=O returned CAL PDZ FP-1 -1, SR-BI DiI inh -3, CAL PDZ FP-2 -1.3, PfHsp90 yeast 2 -31, PvdQ acylase -16, SR-BI uptake up 3, MITF TRPM1 HTS -3, dFosB act -4, Rtt109 Vps75 0 and NSD2 inh 5.
`N#CC1=C(N)OC2=C(C(=O)CC(c3ccco3)C2)C1c1ccc(OCc2c(F)cccc2Cl)cc1` (stereo unspecified) gave CAL PDZ FP-1 -3, SR-BI DiI inh 13, CAL PDZ FP-2 -1.0, PfHsp90 yeast 2 -14, PvdQ acylase -10, SR-BI uptake up -13, MITF TRPM1 HTS 1, dFosB act -8, Rtt109 Vps75 1 and NSD2 inh 0.
For COc1ccc(NC(=O)C(=O)NCCC2CCCCN2S(=O)(=O)c2cccs2)cc1 (stereo unspecified) the results were CAL PDZ FP-1 -4, SR-BI DiI inh 4, CAL PDZ FP-2 -2.0, PfHsp90 yeast 2 -9, PvdQ acylase 15, SR-BI uptake up -4, MITF TRPM1 HTS -37, dFosB act 3 and Rtt109 Vps75 -3.
Screening CCC(=O)Nc1ccc2c(c1)ncn2-c1ccc(C)cc1 returned CAL PDZ FP-1 -2, SR-BI DiI inh 4, CAL PDZ FP-2 -2.7, PvdQ acylase -5, SR-BI uptake up -4, MITF TRPM1 HTS 80, dFosB act -6, Rtt109 Vps75 4 and NSD2 inh -2.
Cn1c(CO)cnc1SCc1c(Cl)cccc1Cl was read as SR-BI DiI inh -17, CAL PDZ FP-2 0.0, PvdQ acylase -13, SR-BI uptake up 17, MITF TRPM1 HTS 8, dFosB act 2, Rtt109 Vps75 -20 and NSD2 inh -1.
`Cc1ccc(C(=O)NCc2ccc(N3CCN(C(=O)OC(C)(C)C)CC3)cc2)cc1` gave CAL PDZ FP-1 -1, SR-BI DiI inh 19, CAL PDZ FP-2 -0.2, PfHsp90 yeast 2 -13, PvdQ acylase -11, SR-BI uptake up -19, MITF TRPM1 HTS -5, dFosB act -1, Rtt109 Vps75 5 and NSD2 inh 1.
For O=C(CNCCO)N1N=C(c2cccs2)CC1c1cccs1 (stereo unspecified) the results were CAL PDZ FP-1 -4, SR-BI DiI inh 10, CAL PDZ FP-2 0.3, PfHsp90 yeast 2 3, PvdQ acylase -12, SR-BI uptake up -10, MITF TRPM1 HTS 3, dFosB act -15, Rtt109 Vps75 7 and NSD2 inh -1.
Screening COc1ccc(C(C(=O)NC2CCCC2)N(C(=O)c2snc(C(N)=O)c2N)c2ccccc2OC)cc1OC (stereo unspecified) returned CAL PDZ FP-1 -3, SR-BI DiI inh -14, CAL PDZ FP-2 -1.6, PfHsp90 yeast 2 6, PvdQ acylase -9, SR-BI uptake up 14, MITF TRPM1 HTS 0, dFosB act -13, Rtt109 Vps75 -4 and NSD2 inh -1.
Screening Cc1cnc(NC(=O)CSc2nnc(-c3ccncc3)n2C2CCCCC2)s1 returned CAL PDZ FP-1 -2, SR-BI DiI inh -12, CAL PDZ FP-2 -2.6, PvdQ acylase -6, SR-BI uptake up 12, dFosB act -11 and NSD2 inh 2.
`N#CCC(=O)Nc1ccc(C(=O)OCC(=O)NC2CCCCCC2)cc1` gave CAL PDZ FP-1 -5, SR-BI DiI inh -2, CAL PDZ FP-2 -0.6, PfHsp90 yeast 2 11, PvdQ acylase -6, SR-BI uptake up 2, dFosB act -11, Rtt109 Vps75 -3 and NSD2 inh 4.
For CCc1nc2ccc(C(=O)NCc3ccc(C)o3)cc2nc1CC the results were CAL PDZ FP-1 2, SR-BI DiI inh 14, CAL PDZ FP-2 -1.5, PfHsp90 yeast 2 -42, PvdQ acylase -14, SR-BI uptake up -14, MITF TRPM1 HTS 4, dFosB act -19, Rtt109 Vps75 2 and NSD2 inh 5.
Screening Cc1onc(-c2ccc(Cl)cc2)c1-c1ccnc(SCC(=O)Nc2ccc(C(C)C)cc2)n1 returned SR-BI DiI inh 29, CAL PDZ FP-2 0.3, PfHsp90 yeast 2 17, PvdQ acylase -18, SR-BI uptake up -29, MITF TRPM1 HTS -11, dFosB act -16, Rtt109 Vps75 -4 and NSD2 inh -1.
Screening COC(C(=O)NNS(=O)(=O)c1ccccc1[N+](=O)[O-])c1ccccc1 (stereo unspecified) returned CAL PDZ FP-1 -3, SR-BI DiI inh -27, CAL PDZ FP-2 -1.3, PfHsp90 yeast 2 -8, PvdQ acylase 2, SR-BI uptake up 27, MITF TRPM1 HTS -12, dFosB act -5, Rtt109 Vps75 1 and NSD2 inh -3.
Screening COc1cccc(NC(=O)COC(=O)/C=C/c2c(C)nn(-c3ccccc3)c2C)c1 returned CAL PDZ FP-1 -5, SR-BI DiI inh -9, CAL PDZ FP-2 -2.0, PfHsp90 yeast 2 -5, PvdQ acylase -16, SR-BI uptake up 9, MITF TRPM1 HTS 8, dFosB act -11, Rtt109 Vps75 -4 and NSD2 inh 1.

Of the compounds above, 3 have a thiophene ring, fused or not.
For CCCn1c(=O)c2ccccc2n2c(SCC(=O)NCc3cccs3)nnc12 the results were CAL PDZ FP-1 1, SR-BI DiI inh 19, CAL PDZ FP-2 -0.4, PfHsp90 yeast 2 6, PvdQ acylase -11, SR-BI uptake up -19, MITF TRPM1 HTS -4, dFosB act -5, Rtt109 Vps75 8 and NSD2 inh -1.
For COc1ccc(NC(=O)C(=O)NCCC2CCCCN2S(=O)(=O)c2cccs2)cc1 (stereo unspecified) the results were CAL PDZ FP-1 -4, SR-BI DiI inh 4, CAL PDZ FP-2 -2.0, PfHsp90 yeast 2 -9, PvdQ acylase 15, SR-BI uptake up -4, MITF TRPM1 HTS -37, dFosB act 3 and Rtt109 Vps75 -3.
For O=C(CNCCO)N1N=C(c2cccs2)CC1c1cccs1 (stereo unspecified) the results were CAL PDZ FP-1 -4, SR-BI DiI inh 10, CAL PDZ FP-2 0.3, PfHsp90 yeast 2 3, PvdQ acylase -12, SR-BI uptake up -10, MITF TRPM1 HTS 3, dFosB act -15, Rtt109 Vps75 7 and NSD2 inh -1.

The results go on.
COC(=O)c1cc(CSc2nnc(NC3CCCCC3)s2)oc1C was read as CAL PDZ FP-1 -5, SR-BI DiI inh -6, CAL PDZ FP-2 -1.7, PvdQ acylase 4, SR-BI uptake up 6, dFosB act -11, Rtt109 Vps75 17 and NSD2 inh 0.
For Cc1cc(C)n(-c2nc(SCCN3CCOCC3)c3c4c(sc3n2)CCCC4)n1 the results were CAL PDZ FP-1 0, SR-BI DiI inh 10, CAL PDZ FP-2 -4.5, PfHsp90 yeast 2 -32, PvdQ acylase -16, SR-BI uptake up -10, MITF TRPM1 HTS 0, dFosB act -11, Rtt109 Vps75 1 and NSD2 inh 4.
`C[C@@H]1CN([C@@H](C)CO)C(=O)Cc2cc(NC(=O)C3CCCCC3)ccc2O[C@H]1CN(C)S(=O)(=O)c1ccccc1` gave CAL PDZ FP-1 -2, SR-BI DiI inh 0, CAL PDZ FP-2 -1.5, PfHsp90 yeast 2 -39, PvdQ acylase -10, SR-BI uptake up 0, MITF TRPM1 HTS -10, dFosB act -8 and Rtt109 Vps75 -7.
For O=C(CN1CCN(C(=O)C2CCCO2)CC1)Nc1ccc(Br)cc1 (stereo unspecified) the results were SR-BI DiI inh -3, CAL PDZ FP-2 -1.3, PfHsp90 yeast 2 -24, PvdQ acylase -14, SR-BI uptake up 3, MITF TRPM1 HTS 11, dFosB act 1, Rtt109 Vps75 -2 and NSD2 inh 0.

Source: PubChem BioAssay
